Screening data from PubChem BioAssay.
BioA inh: inhibitors of Mycobacterium tuberculosis BioA enzyme. purified M. tuberculosis BioA enzyme, plate reader. inhibition, % at 9.99 µM. hit rate 0.096% among 360,000. AID 602481; in the data active means inhibition above about 40%
* = called active by the depositor. This is a subset. The share of hits here may be higher or lower than overall.

SMILES	BioA inh
CN(C)C(=O)C[C@@H]1CC[C@@H]2[C@@H](COc3ccc(NS(=O)(=O)c4cccc(F)c4)cc3C(=O)N2C)O1	2.0
C[C@@H]1CN([C@H](C)CO)C(=O)Cc2cc(NC(=O)Nc3cccc4ccccc34)ccc2O[C@H]1CN(C)C	3.4
C[C@@H]1CCCCO[C@H](CN(C)S(=O)(=O)c2ccc(Cl)cc2)[C@H](C)CN([C@H](C)CO)C(=O)c2cc(NC(=O)c3ccncc3)ccc2O1	1.0
CN1CCCCN2[C@@H](CO)[C@H](c3ccc(C#Cc4ccccc4F)cc3)[C@@H]2C1	3.7
COc1cccc(-c2ccc([C@H]3[C@@H](CO)N(C(=O)Cc4ccncc4)[C@H]3C#N)cc2)c1	-0.4
C[C@@H]1CCCCO[C@@H](CN(C)Cc2ccc(Cl)c(Cl)c2)[C@H](C)CN([C@@H](C)CO)C(=O)c2cc(NS(=O)(=O)c3ccccc3)ccc2O1	-4.4
O=C(N[C@H]1C=C[C@@H](CC(=O)N2CCCCC2)O[C@H]1CO)c1ccc2c(c1)OCO2	-2.8
O=C(C[C@@H]1CC[C@H](NC(=O)CN2CCOCC2)[C@@H](CO)O1)NCCc1ccccc1	-0.3
COc1ccc(-c2cnc3c(c2)C(=O)N([C@@H](C)CO)C[C@H](C)[C@@H](CN(C)Cc2ccccc2)O3)cc1	2.3
C[C@H]1CN([C@@H](C)CO)C(=O)Cc2cc(NC(=O)Cc3ccccc3)ccc2O[C@H]1CN(C)Cc1ccncc1	0.5
C[C@@H]1CN([C@@H](C)CO)C(=O)c2cc(NS(=O)(=O)c3cn(C)cn3)ccc2O[C@@H](C)CCCCO[C@H]1CN(C)S(=O)(=O)c1cccs1	0.1
C[C@H]1CN([C@@H](C)CO)C(=O)c2cccc(NC(=O)Nc3ccccc3)c2O[C@@H]1CN(C)C(=O)NC1CCCCC1	-2.5
COc1ccc(NC(=O)N(C)C[C@@H]2Oc3ccc(NS(=O)(=O)c4ccc(Cl)cc4)cc3C(=O)N([C@@H](C)CO)C[C@@H]2C)cc1	-3.4
O=C(C[C@H]1CC[C@@H](NC(=O)Nc2cc(F)ccc2F)[C@H](CO)O1)Nc1ccc(-c2ccccc2)cc1	1.3
C[C@H]1CN([C@@H](C)CO)C(=O)Cc2cc(NS(=O)(=O)c3ccc(Cl)cc3)ccc2O[C@@H]1CN(C)C(=O)Nc1ccc(F)cc1	-0.6
C[C@@H]1CN([C@H](C)CO)C(=O)c2cc(-c3ccc(C#N)cc3)cnc2O[C@H]1CN(C)C(=O)CN(C)C	1.2
COc1ccc(S(=O)(=O)Nc2ccc3c(c2)C(=O)N([C@@H](C)CO)C[C@H](C)[C@@H](CN(C)C(=O)C2CCCCC2)OCCCC[C@H](C)O3)cc1	-0.1
CN1C[C@@H](O)COC[C@@H]2O[C@@H](CC(=O)NC3CCCC3)CC[C@H]21	-1.0
C[C@H](CO)N1C[C@H](C)[C@@H](CN(C)C(=O)c2ccccc2F)Oc2ncc(-c3cncnc3)cc2C1=O	-0.7
O=C(N[C@H]1CC[C@H](CCNS(=O)(=O)c2ccccc2)O[C@H]1CO)c1cccc(F)c1	-2.4
C[C@H]1CN([C@@H](C)CO)C(=O)c2c(c3ccccc3n2C)-c2ccccc2CO[C@H]1CN(C)C(=O)c1ccncc1	-1.8
C[C@@H]1CN([C@@H](C)CO)S(=O)(=O)c2ccc(C3=CCCCC3)cc2O[C@H]1CN(C)S(=O)(=O)c1cn(C)cn1	2.3
CC(=O)N(C)C[C@@H]1Oc2cc(C#C[C@H](C)O)ccc2S(=O)(=O)N([C@H](C)CO)C[C@H]1C	-0.8
Cc1ccc(S(=O)(=O)N(C)C[C@H]2Oc3ccc(NC(=O)c4ccncc4)cc3CC(=O)N([C@H](C)CO)C[C@@H]2C)cc1	-0.4
C[C@H]1CN([C@@H](C)CO)C(=O)c2c(c3ccccc3n2C)-c2ccccc2CO[C@@H]1CN(C)S(=O)(=O)c1ccccc1C#N	-1.3
CCCC(=O)Nc1ccc2c(c1)OC[C@@H](C)N(S(=O)(=O)c1cn(C)cn1)C[C@@H](C)[C@H](OC)CN(C)C2=O	-1.3
C[C@@H]1CN([C@@H](C)CO)C(=O)c2cc(NC(=O)c3ccccc3)ccc2O[C@@H](C)CCCCO[C@H]1CN(C)C(=O)c1ccncc1	-0.3
C[C@H]1CN([C@@H](C)CO)C(=O)Cc2cc(NC(=O)Nc3ccccc3)ccc2O[C@H]1CN(C)Cc1ccc(C(=O)O)cc1	-1.4
CCCNC(=O)N(C)C[C@@H]1Oc2cc(-c3ccncc3)ccc2S(=O)(=O)N([C@H](C)CO)C[C@@H]1C	-0.1
C/C=C/c1ccc2c(c1)O[C@@H](CN(C)Cc1cccc(F)c1)[C@H](C)CN([C@H](C)CO)S2(=O)=O	2.7
COc1ccc(NC(=O)Nc2cccc3c2O[C@@H](CN(C)C(=O)Nc2c(C)noc2C)[C@H](C)CN([C@@H](C)CO)C3=O)cc1	-1.3
C/C=C/c1cnc2c(c1)C(=O)N([C@@H](C)CO)C[C@@H](C)[C@H](CN(C)C(=O)Cc1cccnc1)O2	4.6
CN(C)C(=O)c1ccc(-c2ccc3c(c2)[C@H]2[C@H](CCN2C(=O)c2cnccn2)[C@@H](CO)N3)cc1	0.7
C[C@@H]1CN([C@H](C)CO)C(=O)c2cccc(NC(=O)Nc3ccccc3)c2O[C@@H]1CN(C)C	-0.1
O=C(C[C@H]1C[C@@H]2c3cc(NS(=O)(=O)c4ccc(F)cc4)ccc3O[C@@H]2[C@@H](CO)O1)NCc1ccccc1	-1.1
COc1cccc(S(=O)(=O)N2CCCCN3[C@H](CO)[C@H](c4ccc(C#CC(C)C)cc4)[C@H]3C2)c1	1.2
Cc1noc(C)c1S(=O)(=O)Nc1ccc2c(c1)C(=O)N([C@@H](C)CO)C[C@H](C)[C@@H](CN(C)C(=O)NC(C)C)O2	-2.8
CNC[C@@H]1OCCCC[C@H](C)Oc2ccc(NC(=O)Nc3ccc(F)cc3)cc2C(=O)N([C@@H](C)CO)C[C@@H]1C	0.0
C[C@@H]1CCCCO[C@@H](CN(C)C(=O)CCCN(C)C)[C@H](C)CN([C@@H](C)CO)C(=O)c2cc(NS(=O)(=O)c3ccc(Cl)cc3)ccc2O1	1.5
COc1ccc(NC(=O)Nc2ccc3c(c2)C(=O)N([C@@H](C)CO)C[C@@H](C)[C@@H](CN(C)C(=O)Nc2cccc4ccccc24)OCCCC[C@H](C)O3)cc1	0.9

An excerpt of these results, as labelled records.
mol: O=C(C[C@H]1C[C@@H]2c3cc(NS(=O)(=O)c4ccc(F)cc4)ccc3O[C@@H]2[C@@H](CO)O1)NCc1ccccc1
- BioA inh = -1.1

mol: COc1cccc(S(=O)(=O)N2CCCCN3[C@H](CO)[C@H](c4ccc(C#CC(C)C)cc4)[C@H]3C2)c1
- BioA inh = 1.2

mol: Cc1noc(C)c1S(=O)(=O)Nc1ccc2c(c1)C(=O)N([C@@H](C)CO)C[C@H](C)[C@@H](CN(C)C(=O)NC(C)C)O2
- BioA inh = -2.8

mol: CNC[C@@H]1OCCCC[C@H](C)Oc2ccc(NC(=O)Nc3ccc(F)cc3)cc2C(=O)N([C@@H](C)CO)C[C@@H]1C
- BioA inh = 0.0

More entries.
SMILES	BioA inh
CCC(=O)Nc1ccc2c(c1)OC[C@H](C)N(Cc1cccc(F)c1)C[C@H](C)[C@H](OC)CN(C)C2=O	1.9
Cc1noc(C)c1S(=O)(=O)N(C)C[C@H]1OCc2cn(nn2)CCCC(=O)N([C@@H](C)CO)C[C@H]1C	-5.7
CCCC(=O)Nc1ccc2c(c1)C(=O)N(C)[C@H]1CC[C@H](CC(=O)NCCc3ccccc3)O[C@H]1CO2	-1.3
CC(C)NC(=O)Nc1ccc2c(c1)CC(=O)N([C@H](C)CO)C[C@@H](C)[C@@H](CN(C)C(=O)Nc1ccc3c(c1)OCO3)O2	-2.3
COC(=O)[C@@H]1[C@@H](CO)[C@@H]2Cn3c(ccc(-c4ccccc4OC)c3=O)[C@@H]2N1C(=O)c1cnccn1	-0.5
O=C(C[C@@H]1C[C@@H]2c3cc(NC(=O)C4CCC4)ccc3O[C@@H]2[C@@H](CO)O1)NCc1cc(F)ccc1F	-1.8
C[C@H]1CN([C@@H](C)CO)C(=O)Cc2cc(NC(=O)CCCN(C)C)ccc2O[C@@H]1CN(C)CC1CCCCC1	-1.9
CC(C)NC(=O)[C@@]1(Cc2ccccc2I)c2ccccc2C(=O)N(Cc2ccccc2C(F)(F)F)[C@H]1c1ccc(CO)cc1	-1.9
CC(=O)N(C)C[C@H]1Oc2ncc(C#Cc3cccc(F)c3)cc2C(=O)N([C@@H](C)CO)C[C@H]1C	0.9
C[C@H]1CN([C@@H](C)CO)S(=O)(=O)c2ccc(-c3ccc(C#N)cc3)cc2O[C@H]1CN(C)Cc1cccc(F)c1	-0.3
C[C@@H](NC(=O)C[C@H]1C[C@@H]2c3cc(NC(=O)CN(C)C)ccc3O[C@@H]2[C@@H](CO)O1)c1ccccc1	-0.2
O=C(Nc1ccc(F)cc1)N[C@H]1CC[C@@H](CC(=O)N2CCOCC2)O[C@H]1CO	-0.3
C[C@@H]1CCCCO[C@H](CN(C)S(C)(=O)=O)[C@@H](C)CN([C@@H](C)CO)C(=O)c2cc(NC(=O)NC3CCCCC3)ccc2O1	2.8
OC[C@H]1[C@H](c2ccc(-c3ccccc3F)cc2)[C@H]2CN(Cc3cncnc3)CCCCN21	-1.8
CC(=O)N(C)C[C@@H]1Oc2cc(C#Cc3cccnc3)ccc2S(=O)(=O)N([C@H](C)CO)C[C@@H]1C	5.2
O=C(C[C@@H]1C[C@H]2c3cc(NS(=O)(=O)c4ccccc4)ccc3O[C@H]2[C@H](CO)O1)NC1CCCCC1	-0.6
COc1ccc(NC(=O)N2C[C@H]3[C@@H](c4ccccc42)[C@H](CO)N3C(=O)C2CC2)cc1	-3.1
COc1ccc(NC(=O)Nc2ccc3c(c2)C(=O)N([C@H](C)CO)C[C@@H](C)[C@H](CN(C)C(=O)Nc2ccccc2)O3)cc1	2.9
C[C@H](CO)N1C[C@H](C)[C@@H](CN(C)CC2CCCCC2)Oc2c(NS(=O)(=O)c3ccc(Cl)cc3)cccc2C1=O	-0.5
CC(C)NC(=O)Nc1ccc2c(c1)CC(=O)N([C@@H](C)CO)C[C@H](C)[C@@H](CN(C)C(=O)Nc1ccc3c(c1)OCO3)O2	-3.7
COc1ccc(CN(C)C[C@H]2Oc3c(NC(=O)Nc4ccc(C(F)(F)F)cc4)cccc3C(=O)N([C@H](C)CO)C[C@H]2C)cc1	-1.9
C[C@@H]1CN([C@@H](C)CO)C(=O)c2cc(NC(=O)CCCN(C)C)ccc2O[C@H]1CN(C)S(=O)(=O)c1ccc(F)cc1	2.3
CCCC#Cc1cnc2c(c1)C(=O)N([C@@H](C)CO)C[C@@H](C)[C@@H](CN(C)C(=O)C1CCCCC1)O2	0.0
C[C@H]1CN([C@@H](C)CO)C(=O)c2cc(-c3ccncc3)cnc2O[C@H]1CN(C)S(=O)(=O)c1ccc(F)cc1	1.6
O=C(Nc1ccc2c(c1)[C@H]1C[C@H](CC(=O)N3CCOCC3)O[C@H](CO)[C@H]1O2)c1cccnc1	35.0
C[C@H](CO)N1C[C@H](C)[C@H](CN(C)Cc2ccc(Oc3ccccc3)cc2)Oc2c(NS(=O)(=O)c3ccc(Cl)cc3)cccc2C1=O	-0.4
CCC(=O)N1C[C@H](C)[C@@H](OC)CN(C)C(=O)c2cc(NC(=O)c3cnccn3)ccc2OC[C@H]1C	1.7
Cc1noc(C)c1S(=O)(=O)N(C)C[C@H]1Oc2ccc(NC(=O)NC(C)C)cc2CC(=O)N([C@H](C)CO)C[C@@H]1C	-2.4
O=C(NC1CCC1)[C@@H]1[C@@H](CO)[C@@H]2Cn3c(ccc(C4=CCCCC4)c3=O)[C@H]1N2CC1CC1	-1.1
Cc1noc(C)c1S(=O)(=O)N(C)C[C@@H]1OCCCC[C@H](C)Oc2ccc(NS(=O)(=O)c3ccc(F)cc3)cc2C(=O)N([C@@H](C)CO)C[C@H]1C	-0.6
CCN(C[C@H]1[C@H](c2ccccc2)[C@H](CO)N1C(=O)COC)S(C)(=O)=O	-0.6
COc1ccc(S(=O)(=O)Nc2ccc3c(c2)C(=O)N([C@H](C)CO)C[C@H](C)[C@H](CN(C)S(C)(=O)=O)O3)cc1	-3.3
CO[C@H]1CN(C)C(=O)c2ccc(NC(=O)C3CCC3)cc2OC[C@@H](C)N(Cc2cccnc2)C[C@H]1C	3.3
CCCNC(=O)N1C[C@H](O)COC[C@@H]2O[C@H](CC(=O)N3CCN(C)CC3)CC[C@H]21	-1.5
CO[C@@H]1CN(C)C(=O)c2ccc(NC(=O)NC(C)C)cc2OC[C@H](C)N(CC2CC2)C[C@H]1C	-1.0
C[C@H](CO)N1C[C@H](C)[C@H](CN(C)C(=O)Nc2ccc(F)cc2)OCCCC[C@H](C)Oc2ccc(NC(=O)c3ccncc3)cc2C1=O	-1.5
Cc1ccc(S(=O)(=O)N(C)C[C@@H]2Oc3c(NC(=O)c4ccncc4)cccc3C(=O)N([C@@H](C)CO)C[C@@H]2C)cc1	-1.6
C[C@H]1CN([C@@H](C)CO)C(=O)Cc2cc(NC(=O)Nc3ccccc3)ccc2O[C@H]1CN(C)C(=O)NC1CCCCC1	0.7
C[C@H]1CCCCO[C@H](CN(C)C(=O)c2ccncc2)[C@@H](C)CN([C@@H](C)CO)C(=O)c2cc(NS(=O)(=O)c3ccccc3)ccc2O1	-2.5

Nothing new here: entries from further up.
SMILES	BioA inh
COc1ccc(CN(C)C[C@H]2Oc3c(NC(=O)Nc4ccc(C(F)(F)F)cc4)cccc3C(=O)N([C@H](C)CO)C[C@H]2C)cc1	-1.9
C[C@@H]1CN([C@@H](C)CO)C(=O)c2cc(NC(=O)CCCN(C)C)ccc2O[C@H]1CN(C)S(=O)(=O)c1ccc(F)cc1	2.3
CCCC#Cc1cnc2c(c1)C(=O)N([C@@H](C)CO)C[C@@H](C)[C@@H](CN(C)C(=O)C1CCCCC1)O2	0.0
C[C@H]1CN([C@@H](C)CO)C(=O)c2cc(-c3ccncc3)cnc2O[C@H]1CN(C)S(=O)(=O)c1ccc(F)cc1	1.6
O=C(Nc1ccc2c(c1)[C@H]1C[C@H](CC(=O)N3CCOCC3)O[C@H](CO)[C@H]1O2)c1cccnc1	35.0
C[C@H](CO)N1C[C@H](C)[C@H](CN(C)Cc2ccc(Oc3ccccc3)cc2)Oc2c(NS(=O)(=O)c3ccc(Cl)cc3)cccc2C1=O	-0.4
